# MsrA inh: bovine MsrA inhibition. AID 651718. inhibition, % at 15.5 µM. purified bovine MsrA, absorbance read-out. 360,000 compounds, 0.75% hits; in the data active means inhibition above about 4.5%;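 further: 0% = vehicle wells with enzyme and 100% = reference inhibitor wells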
# SUMO1-SIM PPI: SUMO1-SIM interaction modulation; 360,000 compounds, 0.33% hits; P63165; inhibition, % at 20 µM; SUMO1 binding to a labelled peptide, TR-FRET, 1 h; in the data active means inhibition above about 37%
# Target sequence (P63165 whole entry, looked up): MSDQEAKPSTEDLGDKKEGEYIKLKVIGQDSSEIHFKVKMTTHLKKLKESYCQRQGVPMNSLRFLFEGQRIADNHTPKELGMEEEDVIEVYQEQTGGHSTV
# Scp-1 inhibitor: inhibitors of human Scp-1 phosphatase; Q9GZU7; Recombinant Scp1, phosphopeptide, malachite green phosphate absorbance; 340,000 compounds, 0.88% hits; inhibition, % at 20 µM;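 active means inhibition above about 50% at 20 µM, limit read from the data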;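 further: plate controls were DMSO wells with enzyme for no effect and wells lacking enzyme for full effect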
# Target sequence (Q9GZU7 76-261 limits assumed): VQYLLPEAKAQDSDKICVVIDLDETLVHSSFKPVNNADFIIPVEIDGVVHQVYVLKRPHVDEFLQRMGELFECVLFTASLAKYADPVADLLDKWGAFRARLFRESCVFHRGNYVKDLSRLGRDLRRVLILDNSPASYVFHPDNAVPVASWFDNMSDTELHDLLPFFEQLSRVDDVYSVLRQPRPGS
#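 System: SCP-1 catalytic domain; Reagent: Phospho 17-mer peptide substrate; Doses: one concentration, 20 µM, with 1.0% DMSO; Incubation: 45 min room-temperature reaction, 5 min colour, 30 min stabiliser; Signal: Phosphate-binding colour reagent, absorbance read at 630 nm.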
# CSN deneddyl inh: blocks human CSN-mediated cullin deneddylation | 360,000 compounds, 0.38% hits | AID 651999 | Purified CSN, SCF-Nedd8-OG deneddylation, fluorescence polarization | Q92905 | inhibition, % at 12.5 µM;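 active means pattern-corrected inhibition above about 35%, with an unprinted fluorescence ratio check between 0.5 and 1.5, limit read from the data, passing the limit was not always enough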;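 further: 0% = enzyme with substrate and 100% = substrate without enzyme; some results filed as inactive read as strong as hits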
#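 Test system: Human Csn5 produced in HEK293T cells | Compound: 12.5 µM single point | Times: 90 min, room temperature | Signal: Fluorescence polarization readout | Read-out basis: % inhibition of substrate cleavage by Csn5 | Controls: no-enzyme wells high, enzyme-with-substrate wells low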
# NadD inh: blocks S. aureus nicotinate mononucleotide adenylyltransferase | purified NadD enzyme, colorimetric absorbance read-out | inhibition, % at 20 µM | 360,000 compounds, 0.78% hits | AID 602399; in the data active means inhibition above about 26%; further: some compounds past the cut are filed as inactive
# Rpn11 block: Rpn11 (human) deubiquitinase inhibition; human 26S proteasome, Ub4-pepOG fluorescence polarization; 20S core pre-blocked with epoxomicin; calls only at 20 µM; 360,000 compounds, 0.59% hits;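 active means inhibition at 20 µM, scaled to each plate's controls, above about 33%, limit read from the data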
# Target sequence (O00487 whole entry, looked up): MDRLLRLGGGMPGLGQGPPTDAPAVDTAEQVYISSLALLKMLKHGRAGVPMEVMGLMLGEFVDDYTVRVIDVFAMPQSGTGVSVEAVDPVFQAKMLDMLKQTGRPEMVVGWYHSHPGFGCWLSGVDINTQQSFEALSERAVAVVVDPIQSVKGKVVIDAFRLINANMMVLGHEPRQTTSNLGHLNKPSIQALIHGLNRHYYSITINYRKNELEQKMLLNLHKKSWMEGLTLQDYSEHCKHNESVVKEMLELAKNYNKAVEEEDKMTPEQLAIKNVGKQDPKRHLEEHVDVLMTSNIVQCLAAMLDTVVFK
# DNMT1 inh: blocks human DNA methyltransferase DNMT1; AID 588458; DNMT1 molecular beacon, Hinp1I cleavage, fluorescence; inhibition (reported as % activation of signal), % at 10 µM; 360,000 compounds, 0.83% hits; in the data active means inhibition above about 50%
# STEP block: inhibitors of human striatal-enriched phosphatase STEP; recombinant STEP, OMFP fluorogenic substrate, fluorescence; inhibition, % at 20 µM; 360,000 compounds, 0.25% hits;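 active means inhibition at 20 µM, scaled per plate between control wells, above about 37%, limit read from the data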;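 further: 0% = DMSO with enzyme and substrate and 100% = substrate only without enzyme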
#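 Assay system: isolated STEP enzyme / Timing: 20 min at room temperature, dark / Doses: 20 µM, 1% DMSO / Technique: fluorescence intensity, excitation 480 nm, emission 540 nm / Reagent: fluorogenic phosphatase substrate OMFP at 25 µM final / Measure: percent inhibition scaled to no-enzyme and uninhibited-enzyme controls, plate-pattern corrected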
# Tb MetRS inh: Trypanosoma brucei MetRS inhibition. 360,000 compounds, 0.4% hits. inhibition, % at 11.9 µM. purified T. brucei MetRS, ATP depletion, Kinase-Glo luminescence;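 active means inhibition above a per-plate cutoff of the control wells' mean inhibition plus 3 SD, cut at about 5.5% in these data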;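 further: 0% = DMSO wells median and 100% = median of wells with control inhibitor compound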
#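 assay system = parasite MetRS enzyme | timing = 15 min preincubation, 2 h reaction, all 25 °C | evaluation = percent inhibition relative to median high and low control wells | medium = HEPES buffer containing pyrophosphatase, BSA, spermine, DTT | compound = single dose, 11.9 µM final nominal, 0.9% final DMSO | detection = Kinase-Glo luminescence, ATP depletion format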
# LMPTP inh: blocks human LMPTP phosphatase; P24666; recombinant LMPTP-A, OMFP fluorogenic substrate, fluorescence intensity; inhibition, % at 20 µM; 360,000 compounds, 0.22% hits; AID 651560;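 active means compounds that cut the enzyme signal by at least half of the control window in the single-dose screen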;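 further: plate controls were DMSO wells with enzyme plus substrate for no effect and substrate without enzyme for full effect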
# Target sequence (P24666 whole entry, looked up): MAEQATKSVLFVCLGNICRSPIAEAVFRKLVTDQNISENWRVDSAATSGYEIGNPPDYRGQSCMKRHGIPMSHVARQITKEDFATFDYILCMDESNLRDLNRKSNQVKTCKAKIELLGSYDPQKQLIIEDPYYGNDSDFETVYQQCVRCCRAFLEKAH
#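 material = LMPTP-A | quantity = 0.625 nM enzyme | reagent = OMFP substrate, 400 µM final | buffer or medium = Bis-Tris pH 6.0, DTT, detergent | detection = endpoint fluorescence intensity from OMFP dephosphorylation | dosing = single 20 µM dose | read-out basis = % inhibition relative to no-enzyme and uninhibited control wells | control set = no-enzyme and uninhibited controls | timing = 50 min at room temperature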
# Active calls of the source: *; i = inactive; · = not tested or not shown.
MsrA inh	SUMO1-SIM PPI	Scp-1 inhibitor	CSN deneddyl inh	NadD inh	Rpn11 block	DNMT1 inh	STEP block	Tb MetRS inh	LMPTP inh	SMILES
2.1	-14	-8	0	-3	i	3	2	0.5	-0.7	O=C(/C=C/c1ccco1)Oc1ccc(C(=S)N2CCOCC2)cc1
-0.1	-1	1	11	2	i	-4	-4	-0.6	0.1	Cn1nc(-c2ccccc2)c(N2CCCCC2)cc1=O
0.5	1	-2	-3	7	i	-1	0	-0.3	-1.2	O=C(Nc1nnc(C(F)(F)F)s1)C1COc2ccccc2O1 (stereo not drawn)
-0.7	6	-2	-1	-6	i	-2	1	-0.9	-2.5	O=C(CN(Cc1ccccc1)S(=O)(=O)c1ccc(F)cc1)NCc1ccccn1
-0.7	-1	-4	-4	-5	i	1	-1	-0.9	-1.2	O=c1cc(-c2ccccc2)nc(SCc2ccccc2)[nH]1
-1.2	5	0	0	0	i	4	-4	-0.4	-0.5	CCCCN(C(=O)C1CSC2(C)CCC(=O)N12)c1c(N)n(CC(C)C)c(=O)[nH]c1=O (stereo not drawn)
1.6	-2	-7	3	-4	i	3	-1	-0.4	-0.4	C/C(=N\NC(=O)c1nnn(-c2nonc2N)c1-c1cccs1)c1ccncc1
3.2	-4	-8	-3	-2	i	-4	2	-0.3	1.4	CCOc1[nH]n(-c2ccccc2)c(=O)c1C=Nc1ccccc1
0.5	-8	-14	0	-4	i	1	0	-0.7	1.2	CSc1c(SCc2ccccc2)cnn(Cc2ccccc2)c1=O
0.0	-7	0	0	1	i	-3	1	-0.6	-1.2	Cc1cc(N/C=C\c2nnnn2-c2ccc(F)cc2)no1
-0.8	1	7	0	2	i	3	-5	-0.5	-0.6	Cc1ccc(CCN2CCN=C2Nc2ccccc2)cc1
-0.2	-1	-1	-5	7	i	0	0	-0.4	-0.7	c1ccc(Cn2nnnc2C(c2cccnc2)N2CCN(c3ccccc3)CC2)cc1 (stereo not drawn)
0.2	4	0	-4	-1	i	5	0	-0.7	0.5	CN(C)Cc1c(-c2ccc(Cl)cc2)nc2ccccn12
-0.2	3	-8	-3	18	i	-8	-1	0.0	1.8	O=C1[C@H]2[C@@H](c3ccc(F)cc3)N3C(=O)N(c4ccc(Br)cc4)C(=O)[C@@]3(Cc3ccc(Cl)cc3)[C@H]2C(=O)N1C1CCCCC1
0.6	3	2	6	-1	i	-2	3	-0.5	-0.4	Cc1ccc(C(=O)C2=C(O)C(=O)N(CC3CCCO3)C2c2ccccc2F)o1 (stereo not drawn)
1.6	2	-4	4	-5	i	-1	-1	-0.2	1.1	Cc1cc(=O)[nH]c(SCCCOc2ccc3c(c2)CCC3)n1
-0.9	-1	-10	-5	-2	i	1	1	-0.5	0.4	CCn1cc(CN2CCCC(CNS(=O)(=O)c3ccc(OC)cc3)C2)cn1 (stereo not drawn)
0.0	-19	-4	-5	0	i	1	-1	-0.1	1.2	COc1ccc(NC(=O)c2cccnc2)c([N+](=O)[O-])c1
-0.8	-1	20	6	1	i	3	1	-1.2	0.3	O=C(CNC1CCCCC1)NCC1(c2ccccc2)CCCC1
0.1	-20	-2	5	-6	i	3	-1	-0.2	-1.2	CN(C)c1cc[n+](CC(=O)Nc2cccc([N+](=O)[O-])c2)cc1
1.2	-1	42	2	0	i	-3	-1	0.5	-0.8	Cc1cc(C(=O)CSc2cccc[n+]2[O-])c(C)n1-c1ccc(OC(F)F)cc1
1.2	-40	-10	-3	-2	i	-5	-2	0.4	1.5	CC(C)Nc1ccc(C(CC(N)=O)NC(=O)Cc2ccc(Cl)cc2)cc1[N+](=O)[O-] (stereo not drawn)
-0.8	-1	-6	4	-4	i	0	-2	-1.0	-0.5	Cc1cc(C)nc(N2CCCC(C(=O)NCCc3ccccc3F)C2)n1 (stereo not drawn)
-1.0	4	-4	-3	0	i	-3	-1	-0.2	-0.3	COc1cccc(CN2CCNC(=O)C2CC(=O)NCCc2nc(C)c(C)s2)c1OC (stereo not drawn)
0.3	-4	-6	-1	-5	i	-2	-3	-1.2	0.9	COC(=O)c1cn(C(C)C(=O)NCc2ccco2)c2ccccc12 (stereo not drawn)
-0.4	-3	9	-3	4	i	-3	-3	-0.6	-0.1	CC(C)Cn1c(=O)c2c(nc3n2CCCN3Cc2ccccc2)n(C)c1=O
0.3	1	-4	-4	1	i	0	0	-0.3	0.2	COc1ccc(NC(=O)c2ccc(S(=O)(=O)N3CCOCC3)cc2)c(OC)c1
0.1	-18	-3	-1	8	i	-8	5	-0.5	-0.9	CCOC(=O)c1nnc2c(Br)c(-c3ccccc3)nn2c1C
0.2	6	·	2	-5	i	1	0	-0.6	2.7	CCCOc1ccc(F)cc1-c1cc(C(=O)Nc2cc(OC)c(OC)c(OC)c2)[nH]n1
1.8	-11	-1	14	8	i	-7	-2	0.3	-0.2	COCCN(C(=O)CN1CCc2ccccc21)c1c(N)n(Cc2ccccc2)c(=O)[nH]c1=O
0.0	-4	·	0	-5	i	3	-3	0.4	-1.1	O=C(COc1ccc(Cl)cc1Cl)NCCN1CCCCC1
-0.2	-1	1	1	5	i	0	0	0.0	-1.0	Cc1ccc(OCCOCCn2ccnc2)c(Br)c1
-0.8	-10	8	1	-1	i	4	-1	-0.9	-0.2	O=c1oc2cc(Oc3ccc(C(F)(F)F)cc3[N+](=O)[O-])ccc2c2c1CCC2
1.8	1	-10	-2	-7	i	-2	1	0.0	0.4	Cc1noc(C)c1COc1ccc(C(=O)OCC(=O)NCc2ccccc2Cl)cc1
1.2	3	-6	1	4	i	27	-2	0.6	2.2	Cc1cccc(CNc2ccc(C(CC(N)=O)NC(=O)Cc3cccc4ccccc34)cc2[N+](=O)[O-])c1 (stereo not drawn)
0.0	-1	-1	-2	-2	i	-4	1	-0.4	2.1	Cc1cc(C)c2nc(N3CCC(C(=O)N4CCN(c5ncccn5)CC4)CC3)sc2c1
0.5	-3	4	-7	10	i	-3	-2	-1.4	-0.7	Cn1c(Cc2cccc3ccccc23)nnc1SCC(=O)N1CCN(c2ccccc2)CC1
-0.3	2	-10	-3	-7	i	3	0	-0.3	0.7	COc1ccccc1CN1CCCC(N2CCN(c3ccc(F)cc3)CC2)C1 (stereo not drawn)
0.7	-2	-4	-3	3	i	0	-2	0.3	0.0	CC1=C(C(=O)N2CCCC(N3CCN(c4ccccc4F)CC3)C2)OCCO1 (stereo not drawn)
1.3	-24	1	-2	0	i	-10	1	-0.2	-1.1	O=S(=O)(NCc1ccccc1)c1ccc(Br)c2nsnc12

# Retrieved one by one from the entries so far, 7 records:
MsrA inh	SUMO1-SIM PPI	Scp-1 inhibitor	CSN deneddyl inh	NadD inh	Rpn11 block	DNMT1 inh	STEP block	Tb MetRS inh	LMPTP inh	SMILES
-0.8	-10	8	1	-1	i	4	-1	-0.9	-0.2	O=c1oc2cc(Oc3ccc(C(F)(F)F)cc3[N+](=O)[O-])ccc2c2c1CCC2
-0.8	-1	-6	4	-4	i	0	-2	-1.0	-0.5	Cc1cc(C)nc(N2CCCC(C(=O)NCCc3ccccc3F)C2)n1 (stereo not drawn)
0.2	6	·	2	-5	i	1	0	-0.6	2.7	CCCOc1ccc(F)cc1-c1cc(C(=O)Nc2cc(OC)c(OC)c(OC)c2)[nH]n1
0.7	-2	-4	-3	3	i	0	-2	0.3	0.0	CC1=C(C(=O)N2CCCC(N3CCN(c4ccccc4F)CC3)C2)OCCO1 (stereo not drawn)
0.3	-4	-6	-1	-5	i	-2	-3	-1.2	0.9	COC(=O)c1cn(C(C)C(=O)NCc2ccco2)c2ccccc12 (stereo not drawn)
0.3	1	-4	-4	1	i	0	0	-0.3	0.2	COc1ccc(NC(=O)c2ccc(S(=O)(=O)N3CCOCC3)cc2)c(OC)c1
1.2	3	-6	1	4	i	27	-2	0.6	2.2	Cc1cccc(CNc2ccc(C(CC(N)=O)NC(=O)Cc3cccc4ccccc34)cc2[N+](=O)[O-])c1 (stereo not drawn)

# New compounds follow:
MsrA inh	SUMO1-SIM PPI	Scp-1 inhibitor	CSN deneddyl inh	NadD inh	Rpn11 block	DNMT1 inh	STEP block	Tb MetRS inh	LMPTP inh	SMILES
2.1	-19	-19	-1	-6	i	-1	2	0.3	-0.3	COc1ccccc1CC(=O)Nc1ccc([N+](=O)[O-])cc1OC
-1.0	3	-5	-2	5	i	5	0	-0.2	-1.8	CC(C)=CC/C=C1\CCC(C(=O)O)C(C(=O)O)C1 (stereo not drawn)
1.1	0	-13	4	10	i	-1	3	-0.6	3.2	O=C(N/N=C/c1cn(-c2ccccc2)nc1-c1cccs1)c1ccc(Cl)cc1
1.3	2	6	-8	-3	i	-4	-1	-0.4	1.1	Cc1cccc(NS(=O)(=O)c2ccc(C(=O)NCC3(N4CCCCC4)CCCCC3)cc2)c1C
1.2	53*	-4	59*	19	i	76*	0	5.2	17	CCCCn1c(NC(=O)c2ccccc2Cl)c(C#N)c2nc3ccccc3nc21
0.1	0	·	3	1	i	-5	0	0.8	4.2	CCc1nc2ccc(C(=O)NCC3CCCCC3)cn2c1N(C)Cc1ccc(OC)cc1
0.0	6	0	4	2	i	4	0	-1.0	-0.4	CN(CC(=O)Nc1cccc(C#N)c1)Cc1ccc(Cl)cc1
0.3	2	-2	-6	2	i	-1	0	0.0	-0.2	CC(=O)c1cccc(N(C(=O)CNC(=O)c2ccco2)C(C(=O)NC2CCCC2)c2ccc(C)o2)c1 (stereo not drawn)
-1.3	2	-9	0	-1	i	-6	1	-0.2	0.7	O=C(Cc1ccc(Cl)cc1)OCC(=O)c1ccc[nH]1
0.6	3	-3	-14	-2	i	41	-4	0.3	-0.3	CCOC(=O)c1ccc(-c2ccc(/C=C(\C#N)C(=O)NCc3cccs3)o2)cc1
1.4	-5	-11	3	2	i	0	1	-0.4	-0.4	COc1cccc(CNC(=O)C2CCCN(c3ncnc4c3nc3n4CCCCC3)C2)c1 (stereo not drawn)
0.6	3	0	2	4	i	-1	4	-0.6	1.8	COc1ccc(NC(=O)Nc2cccc3c2O[C@H](CN(C)Cc2ccc(-c4ccccc4)cc2)[C@@H](C)CN([C@H](C)CO)C3=O)cc1
